Furin inhibitor – inhibitors of human furin; inhibition, % at 30 µM; hit rate 0.061% among 220,000; purified furin, fluorogenic substrate cleavage; P09958; in the data active = inhibition above about 25%; note: inactives centre near -15
p97 ATPase inh – human p97 ATPase inhibition; P55072; recombinant p97 ATPase, Kinase-Glo ATP luminescence, 3 h; inhibition, % at 8 µM; hit rate 0.42% among 220,000; AID 1481; in the data active = inhibition above about 15%;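 note: 0% = DMSO vehicle and 100% = wells lacking enzyme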
Target sequence (P55072 whole entry, looked up): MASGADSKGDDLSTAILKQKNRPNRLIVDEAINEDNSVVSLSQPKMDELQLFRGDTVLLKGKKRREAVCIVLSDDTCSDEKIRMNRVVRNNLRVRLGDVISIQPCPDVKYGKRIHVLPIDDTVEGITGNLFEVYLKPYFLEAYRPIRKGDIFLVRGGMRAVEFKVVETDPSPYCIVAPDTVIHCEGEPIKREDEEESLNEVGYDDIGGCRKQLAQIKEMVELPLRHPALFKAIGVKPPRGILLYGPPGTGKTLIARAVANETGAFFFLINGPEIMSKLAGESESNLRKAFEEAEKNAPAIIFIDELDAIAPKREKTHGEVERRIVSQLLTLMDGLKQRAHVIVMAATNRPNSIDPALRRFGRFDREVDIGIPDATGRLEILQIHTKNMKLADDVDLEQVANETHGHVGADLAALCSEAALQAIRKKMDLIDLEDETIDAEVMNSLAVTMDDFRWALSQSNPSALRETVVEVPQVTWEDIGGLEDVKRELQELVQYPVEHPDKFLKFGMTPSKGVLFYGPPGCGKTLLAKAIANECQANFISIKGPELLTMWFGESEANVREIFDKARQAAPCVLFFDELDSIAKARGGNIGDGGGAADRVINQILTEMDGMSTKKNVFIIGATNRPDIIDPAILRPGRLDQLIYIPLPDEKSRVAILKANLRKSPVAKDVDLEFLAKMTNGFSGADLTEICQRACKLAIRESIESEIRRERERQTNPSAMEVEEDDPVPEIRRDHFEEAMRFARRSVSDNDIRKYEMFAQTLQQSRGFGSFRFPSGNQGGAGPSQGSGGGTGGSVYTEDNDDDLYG
Runt-SMMHC FRET – Runt domain-CBFb-SMMHC interaction inhibition; Cerulean-Runt/Venus-CBFb-SMMHC FRET ratio 530/480, 1 h; inhibition, % at 20 µM; hit rate 0.74% among 220,000;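 active = mean inhibition across duplicate retests at 20 µM reaching about 50%, limit read from the data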;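 note: 0% = DMSO wells and 100% = wells with excess untagged CBFb-SMMHC; inhibitors lower the FRET ratio by blocking Runt binding to CBFb-SMMHC; some results filed as inactive read as strong as hits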
Tb hexokinase – blocks Trypanosoma brucei hexokinase 1 activity | inhibition, % at 10 µM | hit rate 0.11% among 220,000 | recombinant TbHK1, G6PDH-coupled NADH A340 | AID 1430;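 active = inhibition of 50% or more in the single-dose primary screen; inactive = inhibition below 50%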
NCF1 inh – p47phox (human) inhibition; inhibition, % at 24.7 µM; p47phox/p22phox peptide binding, fluorescence polarization, 2 h; AID 1274; hit rate 0.53% among 220,000; P14598;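 active = inhibition above about 30%, limit read from the data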;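 note: 0% = p47phox with labelled peptide and 100% = labelled peptide alone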
EBV gp42 block – blocks Epstein-Barr virus glycoprotein 42 binding; Fluorescence polarization binding assay, mP read-out; inhibition, % (tested at 21.74 µM); Q1HVG2; hit rate 0.42% among 220,000; in the data active = inhibition above about 50%
m-calpain inh – blocks pig calpain II enzyme activity; inhibition, % at 16 µM; purified calpain II, fluorogenic peptide substrate, 30 min; hit rate 0.37% among 220,000;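 active = inhibition above about 50%, limit read from the data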
Runt-CBFb FRET – Runt domain-CBFb interaction inhibition; Q01196+Q13951; Cerulean-Runt/Venus-CBFb FRET ratio 530/480, 1 h; inhibition, % at 20 µM; hit rate 0.46% among 220,000; AID 1496;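 active = inhibition over about 50% at 20 µM in the single-dose screen, limit read from the data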;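 note: 0% = DMSO wells and 100% = excess unlabeled CBFb competitor control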
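test system = Cerulean-tagged RUNX1 Runt domain (FRET donor) fusion protein | reagent = Venus-CBFb binding partner, 100 nM | incubation = protein complex preformed 1 h, compound exposure 1 h, room temperature, dark | detection = FRET fluorescence | read-out basis = loss of energy transfer signal | controls = 5 µM unlabeled CBFb as full-inhibition high control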
RBBP9 inh – inhibitors of human serine hydrolase RBBP9 | hit rate 0.2% among 220,000 | O75884 | AID 1515 | recombinant RBBP9, FP-Rh probe fluorescence polarization | inhibition, % at 7.94 µM;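 active = inhibition above the campaign mean of all tested compounds plus 3 SD, cut at about 14% in these data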;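 note: plate controls were DMSO wells with RBBP9 for no effect and wells lacking RBBP9 protein for full effect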
Target sequence (O75884 whole entry, looked up): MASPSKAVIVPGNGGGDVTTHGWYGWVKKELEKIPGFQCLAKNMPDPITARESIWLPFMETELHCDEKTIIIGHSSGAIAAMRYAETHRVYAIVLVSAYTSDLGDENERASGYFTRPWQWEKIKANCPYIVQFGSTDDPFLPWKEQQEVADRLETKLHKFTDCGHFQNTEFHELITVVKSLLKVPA
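Test system: recombinant human RBBP9; Timing: 30 min then 45 min, 25 °C; Detection: fluorescence polarization; Control set: RBBP9 with DMSO as uninhibited control, no-protein wells as full inhibition; Compound dosing: one concentration, 7.94 µM nominal, 0.794% DMSO; Probe or stimulus: FP-Rh activity-based probe, 375 nM before mixing.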
* hit, by the source's call; x = not tested or not shown; & = joins results of further samples; [ ] = dose if it differs, or a comment.

Structure | Furin inhibitor | p97 ATPase inh | Runt-SMMHC FRET | Tb hexokinase | NCF1 inh | EBV gp42 block | m-calpain inh | Runt-CBFb FRET | RBBP9 inh
Cn1c(SCCOc2ccccc2Cl)nnc1-c1ccncc1 | -12[20 µM] | 0 | -1 | 4 | -7 | -3 | -29 | 4 | 4
CC1(c2ccccc2)CC(C)(C)n2c(O)c(C3=NC(=S)NC3=O)c3cccc1c32 (stereo not given) | -19 | 4 | -2 | -20 | 7 | -2 | -3 | -5 | 7
Cc1ccc(C(=O)Nc2sc3c(c2C#N)CCCCC3)cc1C | -17[20 µM] | 2 | 13 | 0 | -20 | -10 | -89 | 0 | -4
COc1cnn(-c2ccc(C)cc2)c(=O)c1Br | -10 | -1 | 0 | 7 | 1 | 7 | 23 | 1 | -6
CCCCCCCC[n+]1cccc(C(=O)N(CC)CC)c1 | -2 | -2 | 2 | 17 | 0 | -8 | 7 | 0 | -8
O=C(O)CSc1nc2ccc(Cl)cc2[nH]1 | -12 | 0 | -5 | 7 | -4 | -6 | 2 | -1 | -9
CCOC(=O)c1cc2c(ccn2C)n1CC(=O)N1CCC(Cc2ccccc2)CC1 | -7 | -7 | -13 | -1 | -5 | 8 | 14 | 36 | -1
O=C(CSc1nnc(-c2cccc(S(=O)(=O)N3CCCCC3)c2)o1)c1ccc[nH]1 | -6 | 1 | -2 | 1 | -31 | -18 | -385 | 0 | -8
O=C(CSc1nnc(-c2cccnc2)n1Cc1ccco1)Nc1nc(-c2ccc(F)cc2)cs1 | -16 | 5 | 7 | 8 | -43 | -5 | -37 | 29 | -5
CCOc1nnc(C)c2c(C)n(-c3cccc(Cl)c3)nc12 | -17[20 µM] | 3 | -26 | 1 | -31 | -62 | -27 | -5 | -2
Cc1ccc(-n2[nH]c3c4c(ccc3c2=O)C(=O)c2ccccc2C4=O)cc1 | -10 | 7 | -3 | -7 | -3 | -12 | 7 | 1 | 3
CCN(C(=O)C1CCCCC1)c1nnc(-c2cccnc2)s1 | -3 | -3 | -3 | 11 | -3 | -29 | 1 | -2 | 14*
Cc1cc(N2CCN(c3ccccc3Cl)CC2)n2cc(-c3ccccc3)nc2n1 | 0[20 µM] | -3 | 0 | -9 | -6 | 15 | -77 | -2 | 6
Cc1ccc(S(=O)(=O)Nc2ccc(-c3nc4ccc(C)cc4s3)cc2)cc1 | -21 | 3 | 22 | -8 | -7 | -31 | -28 | -3 | -5
OCCN(CCO)c1ccc(C(c2ccc(Cl)cc2)c2ccc(N(CCO)CCO)cc2Cl)c(Cl)c1 | -11 | 2 | -3 | -8 | -52 | 5 | -70 | -2 | 2
CC(C)C1OC2c3cccc4cccc(c34)C2N1c1ccccc1 (stereo not given) | -12[20 µM] | 4 | 1 | 7 | -7 | -15 | 16 | 0 | 3
COc1ccc(CCNc2nc(N3CCCCC3)nc(N3CCCCC3)n2)cc1OC | -15[20 µM] | -1 | -1 | -13 | -14 | -14 | -20 | -3 | 3
Oc1c(C=C2N=c3ccccc3=N2)sc(=S)n1-c1ccc(F)cc1 | 0 | 5&4 | -1&14 | 4&-4 | -30&-37 | -10&-8 | 14&0 | 9&16 | 4&1
COc1ccc(S(=O)(=O)N2CCC(C(=O)NCc3cccs3)CC2)cc1 | -29 | 5 | 2 | -1 | -3 | -19 | -9 | -1 | -2
CCOC(=O)CSc1nc(N)c2c3c(sc2n1)CCCC3 | -7[20 µM] | -3 | -2 | -6 | -19 | -17 | -13 | -2 | 4
CCC1=C2CC[C@H]3C(=O)N(CC)C(=O)[C@H]3[C@H]2[C@@]2(Cc3ccccc3)C(=O)N(Cc3ccccc3)C(=O)N2C1=O | -19 | x | 2 | -13 | -7 | -14 | -7 | -1 | x
CCOC(=O)Cn1c(=N)n(CCOc2ccc3ccccc3c2)c2ccccc21 | -7[20 µM] | -4 | 1 | 21 | -11 | -3 | -17 | 0 | -2
Cc1cc(C)c2[nH]c(=O)c(CN(Cc3cccnc3)C(=S)NCCCN(C)C)cc2c1 | -19 | 4 | 7 | 2 | -8 | -21 | -18 | 0 | -5
Cc1nn(Cc2ccccc2Cl)c(C)c1NC(=O)CCCn1nc(C)c([N+](=O)[O-])c1C | -11[20 µM] | -2 | 4 | -3 | -11 | -8 | -15 | 0 | -5
O=C(Cc1cn2ccsc2n1)OCc1ccccc1 | -20 | 5 | -4 | 1 | -21 | -6 | -5 | 3 | -1
Cc1ccc(Cn2ccc(NC(=O)c3cc(-c4cccs4)on3)n2)cc1 | -15 | -1 | 2 | -5 | -19 | -5 | -100 | -4 | -9
COc1cc(CC(=O)Nc2ccccc2N2CCOCC2)cc(OC)c1OC | -12 | 5 | 0 | 0 | -4 | -7 | -20 | 1 | 6
COCc1[nH][nH]c(=O)c1C=NCC(=O)OC | -10 | 4 | -2 | -16 | 17 | 0 | 4 | 2 | 1
Clc1ccc(Cn2cnc3ccccc32)cc1 | -12 | -1 | -5 | -2 | 5 | -8 | -3 | 0 | 0
COc1cc2c(cc1OC)C(c1cccs1)N(C(=S)NC(C)C)CC2 (stereo not given) | 0 | 0 | -1 | 1 | -15 | 4 | -35 | -3 | -8
CC1CCc2sc(C(=O)OCC(=O)NC(C)C)cc2C1 (stereo not given) | -10 | 1 | 2 | -10 | 4 | -4 | 24 | -2 | -4
CCc1c(O)nc(SCC(=O)Nc2ccc(C)cc2)n(C2CCCCC2)c1=O | -31 | 2 | -5 | -2 | -26 | -26 | 18 | 3 | -2
CC(C)c1ccc2c(c1)C1(NN=C(c3ccccc3)S1)C(=O)N2 (stereo not given) | 4[20 µM] | -2 | 16 | 2 | -2 | -10 | -19 | 7 | -2
CN1CCN(C(=O)C2=C[C@H](C(C)(C)C)C[C@H](OCCCCO)O2)CC1 | -19 | 6 | -5 | -3 | 8 | -9 | 8 | 0 | -8
Cc1nc2ccccn2c1C(=O)Nc1ccc2c(c1)OCCO2 | 7[20 µM] | -5 | -4 | -1 | -4 | 1 | -14 | -1 | -5
COc1ccc(OCC(=O)Nn2c(-c3ccc(C)cc3)nc3ccccc3c2=O)cc1 | -18 | -4 | 0 | -3 | -6 | -2 | 39 | -2 | -7
O=C(CCN1C(=O)c2ccccc2C1=O)Nc1cccc(S(=O)(=O)N2CCCCC2)c1 | -14[20 µM] | -4 | 0 | -8 | -6 | -3 | 30 | 2 | -14
N#CC1=C(N)SC2(CCCCC2)SC1c1ccccc1 (stereo not given) | -21 | 4 | 7 | -3 | -6 | -6 | 20 | 4 | 2
COc1ccc(CNc2oc(C)nc2C#N)cc1 | -7[20 µM] | -3 | 2 | 8 | -1 | -2 | 25 | -1 | -4
C=C(C)Cn1c(=S)[nH]c2ccccc2c1=O | -4[20 µM] | -1 | -1 | -3 | -9 | 9 | -1 | 0 | -2

Limited to Runt-SMMHC FRET and p97 ATPase inh, for some of the entries so far:
| structure | Runt-SMMHC FRET | p97 ATPase inh |
| --- | --- | --- |
| Cc1nc2ccccn2c1C(=O)Nc1ccc2c(c1)OCCO2 | -4 | -5 |
| COc1ccc(OCC(=O)Nn2c(-c3ccc(C)cc3)nc3ccccc3c2=O)cc1 | 0 | -4 |
| O=C(CCN1C(=O)c2ccccc2C1=O)Nc1cccc(S(=O)(=O)N2CCCCC2)c1 | 0 | -4 |
| N#CC1=C(N)SC2(CCCCC2)SC1c1ccccc1 (stereo not given) | 7 | 4 |
| COc1ccc(CNc2oc(C)nc2C#N)cc1 | 2 | -3 |
| C=C(C)Cn1c(=S)[nH]c2ccccc2c1=O | -1 | -1 |

Next section.
Structure | Furin inhibitor | p97 ATPase inh | Runt-SMMHC FRET | Tb hexokinase | NCF1 inh | EBV gp42 block | m-calpain inh | Runt-CBFb FRET | RBBP9 inh
Cc1ccc(OCCN2C(=O)C(=O)c3cccc(C)c32)cc1 | -30 | 4 | x | 0 | -16 | -20 | -12 | x | -9
O=C(CN1CCN(S(=O)(=O)c2ccc(Br)cc2)CC1)Nc1ccccc1C(=O)c1ccccc1 | -10 | 0 | -3 | -6 | 5 | -4 | 3 | -2 | -2
CCCCNC(=O)CCSc1ccc(C)cc1 | -18 | 1 | -2 | 3 | 7 | -9 | 9 | -3 | -3
CCOc1cccc2sc(NC(=O)CC)nc12 | -16[20 µM] | 3 | 1 | -3 | 5 | 8 | 16 | 2 | -6
COCCn1c(SCC(=O)c2ccccc2)nc2ccccc2c1=O | -14 | 2 | 3 | 4 | 7 | -6 | 19 | -1 | -3
CCOc1cc(N2CCOCC2)c(OCC)cc1NC(=O)CN1CCCC(C)C1 (stereo not given) | -19 | -4 | 3 | -10 | -5 | -21 | 3 | -4 | -5
O=C(NC1CCCCC1)c1cc(-c2ccco2)on1 | -17 | -2 | 0 | -1 | -16 | 11 | -41 | 0 | 5
O=C(O)C/C(=C\c1cccc(NC(=O)c2ccccc2Cl)c1)c1nc2ccccc2s1 | 1 | -1 | -10 | -25 | -9 | 9 | -26 | -4 | -16
Cc1noc(C)c1COc1cccc(C(=O)Nc2ccc(OCc3ccccc3)cc2)c1 | -22[20 µM] | 1 | 1 | 6 | -10 | -39 | -17 | -2 | -22
Cc1cc(NC(=O)C(=O)NCCN2CCN(C(=O)c3cccs3)CC2)ccc1Br | -10[20 µM] | 2 | -8 | -3 | -7 | -13 | -6 | -5 | -6
Cc1cc(C)cc(NC(=O)N2CCCC2C(=O)Nc2ccc(-n3cnnn3)cc2)c1 (stereo not given) | -10[20 µM] | -2 | -2 | -9 | 1 | 5 | 33 | -3 | -6
Cc1c(C(=O)NCCCN2CCCC2=O)oc2ccc(S(=O)(=O)N3CCOCC3)cc12 | -23 | 3 | -3 | -1 | -5 | -21 | -29 | 2 | -11
Cc1c(NC(=O)C(C)OC(=O)c2cccc([N+](=O)[O-])c2)c(=O)n(-c2ccccc2)n1C (stereo not given) | -28 | 0 | -1 | -5 | x | -15 | 28 | 1 | -4

5 consecutive entries already listed, quoted:
Structure | Furin inhibitor | p97 ATPase inh | Runt-SMMHC FRET | Tb hexokinase | NCF1 inh | EBV gp42 block | m-calpain inh | Runt-CBFb FRET | RBBP9 inh
Cc1noc(C)c1COc1cccc(C(=O)Nc2ccc(OCc3ccccc3)cc2)c1 | -22[20 µM] | 1 | 1 | 6 | -10 | -39 | -17 | -2 | -22
Cc1cc(NC(=O)C(=O)NCCN2CCN(C(=O)c3cccs3)CC2)ccc1Br | -10[20 µM] | 2 | -8 | -3 | -7 | -13 | -6 | -5 | -6
Cc1cc(C)cc(NC(=O)N2CCCC2C(=O)Nc2ccc(-n3cnnn3)cc2)c1 (stereo not given) | -10[20 µM] | -2 | -2 | -9 | 1 | 5 | 33 | -3 | -6
Cc1c(C(=O)NCCCN2CCCC2=O)oc2ccc(S(=O)(=O)N3CCOCC3)cc12 | -23 | 3 | -3 | -1 | -5 | -21 | -29 | 2 | -11
Cc1c(NC(=O)C(C)OC(=O)c2cccc([N+](=O)[O-])c2)c(=O)n(-c2ccccc2)n1C (stereo not given) | -28 | 0 | -1 | -5 | x | -15 | 28 | 1 | -4

Complete entries as entered above. Screens in order: Furin inhibitor | p97 ATPase inh | Runt-SMMHC FRET | Tb hexokinase | NCF1 inh | EBV gp42 block | m-calpain inh | Runt-CBFb FRET | RBBP9 inh
Results for `CCOc1cccc2sc(NC(=O)CC)nc12` : -16[20 µM] | 3 | 1 | -3 | 5 | 8 | 16 | 2 | -6
Results for `Cc1c(NC(=O)C(C)OC(=O)c2cccc([N+](=O)[O-])c2)c(=O)n(-c2ccccc2)n1C` (stereo not given) : -28 | 0 | -1 | -5 | x | -15 | 28 | 1 | -4

Screening results (PubChem)
